Screening data: PubChem BioAssay, several laboratories
P. falciparum M1AAP: P. falciparum M1AAP inhibitors, biochemical, fluorogenic H-Leu-NHMec substrate, 1536-well (AID 1445); recombinant M1AAP, H-Leu-NHMec fluorogenic kinetic assay; higher % means a stronger effect; inhibition, % at 30 µM; hits with a dose series show IC50 in µM; hit rate 0.42% among 220,000;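 active = primary inhibition above the hit cutoff, then over 50% inhibition at one or more dose response concentrations, cut at about 23% in these data, passing the limit was not always enough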;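 also: plate controls were DMSO full reaction for no effect and no enzyme background for full effect; strong numbers were not always called active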
KOR beta-arrestin-1: kappa opioid receptor activators – cell-based, luminescence, uHTS, primary screen (AID 1777); hit rate 0.02% among 280,000; one-dose activation, % at 10 µM; EC50 in µM for titrated hits; KOR beta-arrestin recruitment, luminescence; higher % means a stronger effect; in the data active = activation above about 50%, passing the limit was not always enough; also: a part of the inactive calls stands beside numbers as strong as those of hits
GPR55 beta-arrestin: GPR55 agonists via beta-arrestin recruitment, primary screen, imaging, U2OS cells, beta-arrestin-GFP redistribution (AID 1961); activation, % at 10 µM, or EC50 in µM where a hit was titrated; hit rate 0.048% among 290,000; U2OS GPR55 beta-arrestin-GFP redistribution imaging; higher % means a stronger effect;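 active = activation above 40% with more than 50 cells counted in the well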;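 also: U2OS osteosarcoma cells stably expressing GPR55 and beta-arrestin-GFP; plate controls were DMSO negative control for no effect and LPI positive control for full effect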
AID2073: inhibitors of Mint1-CaV2.2 protein interaction, biochemical, HTRF (AID 2073). HTRF protein-protein interaction, Mint1-CaV2.2; higher % means a stronger effect. one-dose inhibition, % at 20 µM; IC50 in µM for titrated hits. hit rate 0.19% among 290,000; in the data active = inhibition mostly above about 51%, no sharp cut-off; also: some results filed as inactive read as strong as hits
P. falciparum M17LAP: P. falciparum M17LAP inhibitors, primary screen, biochemical, fluorogenic H-Leu-NHMec substrate, 1536-well (AID 1619); hit rate 0.38% among 220,000; inhibition, % at 30 µM, or IC50 in µM where a hit was titrated; recombinant M17LAP, H-Leu-NHMec fluorogenic kinetic assay; higher % means a stronger effect;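 active = compound inhibiting the enzyme by more than half at any dose during confirmatory dose-response retesting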;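 also: plate controls were full reaction with DMSO carrier for no effect and no enzyme background for full effect; strong numbers were not always called active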
Dynein transport: dynein cargo transport inhibition. 3617.4 mouse cells, GR-EGFP nuclear translocation imaging; test concentration mostly 20 µM; stimulated with dexamethasone, 1 µM; stronger effect = lower value. hit rate 0.47% among 220,000. z-score, hits read low;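 active = plate z-score of nuclear minus cytoplasmic receptor signal below a set negative limit, without overly bright fluorescence or cell loss, cut at about -3.5 in these data, passing the limit was not always enough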;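 also: z-score of nuclear minus cytoplasmic ring GR-EGFP intensity difference per well; some compounds called inactive have numbers as strong as hits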
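Buffer or medium: tet-free, stripped-serum medium; Also added: dexamethasone, 1.0 µM final; Technique: high-content fluorescence imaging after fixation; Times: 48 h induction, 1 h compound, 30 min dex at 37 °C; Read-out: per-cell GR-EGFP intensity, nucleus versus surrounding cytoplasmic ring, well-averaged.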
KOR beta-arrestin-2: kappa opioid receptor blockers – cell-based, luminescence, uHTS (AID 1778) | one-dose inhibition, % at 10 µM; IC50 in µM for titrated hits | hit rate 0.091% among 290,000 | KOR beta-arrestin recruitment, luminescence, antagonist mode; higher % means a stronger effect; also: strong numbers were not always called active
NOD1 NF-kB reporter: inhibition of NOD1-driven NF-kB reporter – cell-based, luminescence, uHTS, primary screen (AID 1578); NOD1-driven NF-kB luciferase reporter cells, luminescence; higher % means a stronger effect; one-dose inhibition, % at 4 µM; EC50 in µM for titrated hits; hit rate 1% among 290,000; in the data active = inhibition mostly above about 36%, no sharp cut-off; inactive = mostly below about 34%;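 also: HEK-293T reporter cells stimulated with the NOD1 agonist gamma-tri-DAP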
HEK293 NOD2/NF-kB: inhibition of NOD2-driven NF-kB reporter – cell-based, luminescence, uHTS, HEK293 (AID 1566). hit rate 0.63% among 290,000. one-dose inhibition, % at 4 µM; EC50 in µM for titrated hits. HEK293 NOD2/NF-kB luciferase reporter, luminescence; higher % means a stronger effect; also: many of its hits are not listed in these tables
Dynein transport cytoplasmic EGFP: second read-out of Dynein transport, no call of its own (marks repeat the call); z-score; measured here: cytoplasmic GR-EGFP intensity; stronger effect = higher value
Dynein transport nuclear GR-EGFP: second read-out of Dynein transport, no call of its own (marks repeat the call); z-score; measured here: nuclear GR-EGFP intensity;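 lower value marks the stronger effect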
Dynein transport cell count: second read-out of Dynein transport, no call of its own (marks repeat the call); z-score; measured here: cell count per field
Starred values were filed as active, the others as inactive; nt = no result given; [ ] = dose if it differs, or a comment. Rule as the data show it, unless noted: active = inhibition above about 50%; inactive = the rest.

SMILES	P. falciparum M1AAP	KOR beta-arrestin-1	GPR55 beta-arrestin	AID2073	P. falciparum M17LAP	Dynein transport	Dynein transport cytoplasmic EGFP	Dynein transport nuclear GR-EGFP	Dynein transport cell count	KOR beta-arrestin-2	NOD1 NF-kB reporter	HEK293 NOD2/NF-kB
CC(=O)OCC1=C(C(=O)O)N2C(=O)C(NC(=O)c3ccc(COc4ccc(Cl)cc4)o3)C2SC1 (stereo not drawn)	8%	3.5%	-0.4%	22%	14%	-2	-0.0043	-0.97	0.76	-15%	-2%	5%
N#Cc1ccccc1Sc1ccccc1N	7%	0.1%	0.4%	2%	0%	-0.83	-0.19	-0.68	0.48	3%	3%	18%
Cc1ccc(NC(=O)[C@H](NC(=O)[C@@H]2Cc3ccccc3CN2)c2ccccc2)cc1	nt	2.8%	0.3%	-10%	nt	nt	nt	nt	nt	-22%	-10%	-8%
CCC(=O)NC(c1ccc(Cl)cc1Cl)c1ccc2cccnc2c1O (stereo not drawn)	nt	nt	-0.1%	22%	nt	nt	nt	nt	nt	21%[20 µM]	37%	16%
O=C(NCC(=O)N1CCN(C(=O)c2ccco2)CC1)c1ccccc1	nt	-5.3%	-0.1%	6%	nt	nt	nt	nt	nt	-4%	-24%	-3%
O=c1c2ccccc2[nH]c(=S)n1CCCN1CCN(C2CCCCC2)CC1	6%	-3.6%	-0.1%	-34%	-1%	0.37	-0.025	0.2	1.1	45%	-25%	-11%
COc1ccc(OCc2nnc(SCc3ccc(C(=O)O)cc3)o2)cc1	10%	nt	-0.1%	1%	19%	-1.3	-0.23	-0.88	1.3	-10%	-23%	9%
Cc1cccc(OCC(=O)Nc2ccc3c(C)cc(=O)oc3c2)c1	8%	2.0%	0.0%	8%	0%	-1.3	-0.25	-0.51	1.9	-33%	-30%	-3%
COc1ccc(N=C2NN=C(c3c(C)[nH]c4ccccc34)CS2)cc1	8%	-0.8%	-0.4%	-34%	23%	0.19	-0.24	0.5	-0.54	-23%	-10%	-7%
Cc1ccc(S(=O)(=O)c2ccc(Cl)cc2)cc1S(=O)(=O)NC(C(=O)O)C(C)C (stereo not drawn)	3%	8.9%	-0.3%	0%	30%	-0.12	-0.25	-0.52	-0.22	-43%	-30%	-18%
NN(CCO)C(=S)Nc1ccc(Cl)cc1	7%	-0.3%	0.1%	-4%	5%	-1.1	-0.35	0.083	0.35	17%	-36%	10%
CCOC(=O)c1c(NC(=O)COC(=O)c2c(C)noc2C)sc2c1CCC2	8%	-2.2%	-0.4%	15%	23%	-0.27	-0.21	-0.85	1.2	-17%	-12%	19%
NC(=O)C1CCN(C2CC(=O)N(Cc3cccs3)C2=O)CC1 (stereo not drawn)	3%	-11%	0.2%	-1%	-5%	-0.16	-0.2	-0.18	-0.19	0%	4%	-16%
CCN1CCN(C(c2cccs2)C(C)NC(=O)C(C)C)CC1 (stereo not drawn)	4%	6.3%	-0.1%	6%	-9%	0.77	-0.21	0.74	0.28	26%	-12%	7%
O=C(c1cnn(C(=O)c2cccc(S(=O)(=O)N3CCOCC3)c2)c1)c1ccccc1O	6%	-1.4%	-0.4%	4%	5%	-1.2	-0.31	-0.24	1.9	16%	10%	15%

Arranged by number of heavy atoms (lowest first): 7 of the compounds above.
SMILES	P. falciparum M1AAP	KOR beta-arrestin-1	GPR55 beta-arrestin	AID2073	P. falciparum M17LAP	Dynein transport	Dynein transport cytoplasmic EGFP	Dynein transport nuclear GR-EGFP	Dynein transport cell count	KOR beta-arrestin-2	NOD1 NF-kB reporter	HEK293 NOD2/NF-kB
N#Cc1ccccc1Sc1ccccc1N	7%	0.1%	0.4%	2%	0%	-0.83	-0.19	-0.68	0.48	3%	3%	18%
CCN1CCN(C(c2cccs2)C(C)NC(=O)C(C)C)CC1 (stereo not drawn)	4%	6.3%	-0.1%	6%	-9%	0.77	-0.21	0.74	0.28	26%	-12%	7%
Cc1cccc(OCC(=O)Nc2ccc3c(C)cc(=O)oc3c2)c1	8%	2.0%	0.0%	8%	0%	-1.3	-0.25	-0.51	1.9	-33%	-30%	-3%
COc1ccc(N=C2NN=C(c3c(C)[nH]c4ccccc34)CS2)cc1	8%	-0.8%	-0.4%	-34%	23%	0.19	-0.24	0.5	-0.54	-23%	-10%	-7%
COc1ccc(OCc2nnc(SCc3ccc(C(=O)O)cc3)o2)cc1	10%	nt	-0.1%	1%	19%	-1.3	-0.23	-0.88	1.3	-10%	-23%	9%
Cc1ccc(S(=O)(=O)c2ccc(Cl)cc2)cc1S(=O)(=O)NC(C(=O)O)C(C)C (stereo not drawn)	3%	8.9%	-0.3%	0%	30%	-0.12	-0.25	-0.52	-0.22	-43%	-30%	-18%
Cc1ccc(NC(=O)[C@H](NC(=O)[C@@H]2Cc3ccccc3CN2)c2ccccc2)cc1	nt	2.8%	0.3%	-10%	nt	nt	nt	nt	nt	-22%	-10%	-8%

Next part:
SMILES	P. falciparum M1AAP	KOR beta-arrestin-1	GPR55 beta-arrestin	AID2073	P. falciparum M17LAP	Dynein transport	Dynein transport cytoplasmic EGFP	Dynein transport nuclear GR-EGFP	Dynein transport cell count	KOR beta-arrestin-2	NOD1 NF-kB reporter	HEK293 NOD2/NF-kB
COc1ccc(-c2c(C(C)=O)c(C)nc3sc4c(=N)n(N)cnc4c23)cc1	7%	3.3%	0.0%	11%	6%	-0.55	-0.19	-0.44	0.26	-24%	6%	17%
Cc1ccc(CNC(C)(C)CO)cc1	-2%	-0.6%	-0.1%	-4%	-20%	1.8	-0.27	0.91	-1.4	21%	-42%	4%
COc1c(C)cc(S(=O)(=O)N2CCCC2)c(C)c1C	4%	-5.4%	0.2%	-1%	14%	-0.36	-0.09	0.24	0.075	-16%	11%	3%
Cn1cc([N+](=O)[O-])c(C(=O)Nc2sc3c(c2C#N)CCC3)n1	nt	-6.0%	-0.1%	-1%	nt	nt	nt	nt	nt	-8%	19%	-15%
O=C(NCC1CC1)c1onc(CSc2ccncc2)c1C(=O)NCC1CC1	0%	-5.5%	-0.2%	-8%	-12%	-0.16	-0.84	0.015	0.99	26%	-11%	24%
Cc1ccc(NC(=O)C2C3CCC(O3)C2C(=O)O)c(Br)c1 (stereo not drawn)	nt	-1.0%	1.2%	0%	nt	nt	nt	nt	nt	-9%	-61%	-18%
COC(=O)c1cc(NC(=O)CC2SCCNC2=O)cc(C(=O)OC)c1 (stereo not drawn)	14%	7.8%	-0.1%	12%	27%	-0.46	-0.23	-0.29	1.8	-26%	-16%	-1%
COc1ccc(Cl)cc1S(=O)(=O)n1ccnc1	nt	-2.5%	-0.3%	5%	nt	nt	nt	nt	nt	-32%[20 µM]	-28%	-3%
O=C(NCCCn1ccnc1)/C(=C/c1ccccc1)NC(=O)c1ccccc1	-2%	nt	-0.1%	26%	12%	-0.91	-0.23	-0.65	0.17	-42%[20 µM]	33%	-1%
CCc1ccc(S(=O)(=O)Nc2nccs2)cc1	nt	1.0%	-0.1%	0%	nt	nt	nt	nt	nt	-9%	-5%	2%
COc1ccc(N2CCN(C(=O)Cc3ccc(-n4c(=O)[nH]c5ccccc5c4=O)cc3)CC2)cc1	2%	-1.2%	1.7%	4%	1%	0.074	-0.022	0.31	1	-43%	-47%	-17%
O=C(c1cnccn1)N(Cc1ccco1)C1(C(=O)NC2CCCC2)CCCCC1	11%	-9.0%	0.2%	-8%	16%	0.074	-0.41	0.21	-0.32	4%	9%	-26%
Fc1ccc(-c2csc3ncnc(N4CCN(c5ccccc5)CC4)c23)cc1	nt	3.3%	-0.3%	10%	nt	nt	nt	nt	nt	-14%	0%	23%
CCOc1c(CNc2nnnn2C)cccc1OC	2%	-5.2%	-0.1%	-2%	3%	-1.1	-0.26	-0.29	0.59	-3%[20 µM]	-30%	13%
COc1ccc2oc(=O)c(C(=O)NCc3ccc4c(c3)OCO4)cc2c1	-1%	-2.2%	0.3%	7%	1%	-1.3	0.21	-0.6	0.39	1%	-6%	7%
Cn1c(NCc2ccco2)nc2c1c(=O)n(Cc1ccc(Cl)cc1)c(=O)n2C	0%	2.8%	0.3%	20%	0%	-0.34	-0.19	-0.82	-0.19	-13%	-6%	22%
O=C(COC(=O)/C=C/c1ccccc1)NCc1ccccc1Cl	3%	-0.8%	-0.2%	-9%	15%	1.1	-0.23	0.58	0.2	-15%	-30%	8%
O=C(Cc1c[nH]c2ccccc12)N[C@@H](Cc1c[nH]c2ccccc12)C(=O)O	nt	-2.8%	0.0%	-6%	nt	nt	nt	nt	nt	18%	-4%	16%
CCOc1ccnc2c1c(=O)n(Cc1cc(OC)cc(OC)c1)c(=O)n2C	nt	2.3%	-0.1%	6%	nt	nt	nt	nt	nt	-36%	-10%	7%
CC(C(=O)O/N=C(\N)c1ccccn1)c1ccc([N+](=O)[O-])cc1 (stereo not drawn)	nt	-0.9%	-0.1%	8%	nt	nt	nt	nt	nt	-1%	-16%	-20%
C=CCn1c(SCC(=O)NC(=O)NC)nnc1C1CCCCC1	1%	1.5%	-0.6%	-6%	-6%	0.12	-0.3	0.9	-1.2	-19%	-23%	5%
O=C(Nc1cnc2ccccc2c1)c1cccnc1	1%	-7.4%	-0.1%	19%	-3%	0.37	-0.22	0.38	-0.002	13%	-47%	-75%
O=C(CSc1nc(C2CCCCC2)nc2ccccc12)NCc1ccc2c(c1)OCO2	5%	-3.3%	-0.3%	10%	-12%	1.4	-0.11	1.3	-2.1	21%	5%	-26%
CCCC(=O)NC(Nc1c(C)n(C)n(-c2ccccc2)c1=O)C(Cl)(Cl)Cl (stereo not drawn)	6%	nt	-0.1%	5%	-4%	-0.89	-0.28	-0.26	1	-31%[20 µM]	-6%	6%
C/C(=N\NC(=O)COc1ccc([N+](=O)[O-])cc1)C(C)(C)C	9%	1.1%	-0.1%	-3%	-9%	0.69	-0.19	0.47	-0.82	-18%	16%	25%

The list is partial; the hit share may differ from the screen's.
